Screening results: PubChem, National Center for Advancing Translational Sciences (NCATS)
D3 ag – D3 dopamine receptor (human) agonism; max activation, %; P35462; D3R DiscoveRx beta-arrestin cells, luminescence, 90 min; actives 0.58% (n = 410,000); in the data active means max activation above about 30%; further: 0% is about no effect; mostly tested at two doses, the higher about 12 µM
Target sequence (P35462 whole entry, looked up): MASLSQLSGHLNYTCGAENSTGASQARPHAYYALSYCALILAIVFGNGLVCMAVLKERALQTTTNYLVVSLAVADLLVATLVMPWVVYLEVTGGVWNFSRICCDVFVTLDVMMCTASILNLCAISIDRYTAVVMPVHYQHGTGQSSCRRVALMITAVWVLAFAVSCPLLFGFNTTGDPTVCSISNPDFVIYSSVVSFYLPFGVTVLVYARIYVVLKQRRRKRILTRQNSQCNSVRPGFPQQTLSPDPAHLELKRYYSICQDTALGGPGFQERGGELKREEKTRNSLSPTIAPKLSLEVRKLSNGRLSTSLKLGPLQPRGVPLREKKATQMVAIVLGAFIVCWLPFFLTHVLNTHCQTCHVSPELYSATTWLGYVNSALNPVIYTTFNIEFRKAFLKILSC
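Agonist mode: compounds and dopamine controls were applied to plated cells for 90 min at 37 degrees C after an overnight attachment at 1500 cells/well. Luminescent read-out followed 30 - 60 minutes at room temperature with DiscoveRx detection reagent.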
KB-V1 MDR tox – kills drug-selected multidrug resistant KB-V1 cells. Potency, µM (top dose mostly 46.1 µM), for inactives: at the top dose activity change, negative = cytotoxicity, actives largely listed as cytotoxic. actives 3.4% (n = 400,000). KB-V1 MDR cells viability, CellTiter-Glo, 72 h; further: potency means the concentration at half of the fitted maximal effect; on the % scale 0 is the no-effect control and ±100 the full control effect; nearly all actives have a fitted effect of over 60% in size
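Potencies derive from concentration-effect curves fitted to normalized luminescence (CellTiter-Glo) of KB-V1 cells treated for 72 h at 37 degrees C in phenol-red-free DMEM containing 10% FBS.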
GLP1R ag – agonists of human GLP-1 receptor; P43220; HEK293 GLP-1R CRE-luciferase, luminescence, 4-6 h; cells express a hypersensitive GLP-1R form; Potency, µM (series often up to 45.6 µM), for the others: at the highest dose activation, actives largely listed as activators; actives 0.007% (n = 380,000); AID 624172; further: potency means the concentration at half of the fitted maximal effect; % of control where 0% means no effect
Target sequence (P43220 whole entry, looked up): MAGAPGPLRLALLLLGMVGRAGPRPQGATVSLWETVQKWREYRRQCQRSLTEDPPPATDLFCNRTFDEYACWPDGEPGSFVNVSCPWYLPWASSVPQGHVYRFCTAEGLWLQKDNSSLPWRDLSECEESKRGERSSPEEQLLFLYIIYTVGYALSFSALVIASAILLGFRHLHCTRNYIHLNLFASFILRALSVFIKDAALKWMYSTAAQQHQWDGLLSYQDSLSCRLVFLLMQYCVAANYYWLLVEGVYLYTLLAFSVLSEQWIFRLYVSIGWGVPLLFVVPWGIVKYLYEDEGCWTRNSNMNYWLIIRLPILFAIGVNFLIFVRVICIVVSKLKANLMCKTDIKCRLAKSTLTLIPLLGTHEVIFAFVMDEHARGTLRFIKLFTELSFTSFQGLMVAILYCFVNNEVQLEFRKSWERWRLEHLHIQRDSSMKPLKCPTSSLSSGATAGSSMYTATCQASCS
D3 antag – blocks the human D3 dopamine receptor | AID 652054 | P35462 | actives 2.5% (n = 360,000) | D3R cells, DiscoveRx beta-arrestin luminescence, antagonist mode; active compounds read low | max response, negative = inhibition, %; in the data active means max response below about -50%; inconclusive means no clear call, values can overlap the other calls; further: on the % scale 0 is the no-effect control and ±100 the full control effect; mostly tested at two doses, the higher about 12 µM
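Cells plated overnight at 1500 cells/well, then exposed to library compounds with dopamine controls for 90 minutes at 37 degrees C. DiscoveRx reagent added for 30–60 minutes at room temperature; luminescence read, quantitative HTS format.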
SW480 rereplic – inducers of DNA re-replication in SW480 colon cancer cells; SW480 DNA re-replication, Hoechst DNA content imaging, 48 h; Potency, µM (highest dose often 46.1 µM), for inactives: at the highest dose re-replication activation, usual class: activators; actives 1.8% (n = 340,000); AID 624297; further: potency means the concentration at half of the fitted maximal effect; % of control where 0% means no effect; nearly all actives have a fitted effect of over 55% in size
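SW480 cells exposed to compounds for 48 hr at 37 C, 5% CO2, then Hoechst-stained 40 min. Nuclear DNA content imaged by fluorescence scanning (405 nm excitation, 500-530 nm emission); re-replication scored as increased high-intensity nuclei.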
HT1080NT lethal – kills 2HG-producing HT-1080-NT fibrosarcoma cells. HT-1080-NT fibrosarcoma viability, CellTiter-Glo ATP luminescence, 48 h. Potency, µM (top dose mostly 46.1 µM), for inactives: top-dose activity, negative = less viability, usual class: cytotoxic. actives 1.6% (n = 360,000). AID 686970;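 further: NT is the 2HG producing partner of a matched IDH1 knockdown line; potency means the concentration at half of the fitted maximal effect; 0% = DMSO-treated cells and -100% = media-only wells without cells; nearly all actives have a fitted effect of over 55% in size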
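Luminescent CellTiter-Glo readout after 48 hours of compound exposure at 37 degrees C defined viability of HT-1080-NT cells. Activity was normalized to DMSO wells and cell-free media wells; concentration-response curves were fitted and assigned curve classes.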
HT1080 IDH1KD tx – toxicity to HT-1080 IDH1 knockdown cells (counter line) | actives 2% (n = 360,000) | HT-1080 IDH1 knockdown viability, ATP luminescence, 48 h | AID 686971 | Potency, µM (doses to about 46.1 µM), for the others: at the highest dose activity, negative = toxicity, actives largely listed as cytotoxic;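 further: potency means the concentration at half of the fitted maximal effect; 0% = DMSO wells and -100% = cell-free medium wells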
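Cytotoxicity counter-line: IDH1KD HT-1080, 48 h, CellTiter-Glo. Curves classed by r2, magnitude and activity.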
IL-1B inflam inh – blocks inflammasome-driven IL-1 beta release; THP-1 LPS/ATP IL-1B secretion, AlphaLISA, 16 h; active compounds read low; activity change, % at 57.5 µM; actives 4.7% (n = 360,000); AID 743279; in the data active means activity change below about -50%; inconclusive means mostly about -30% to -49%; further: on the % scale 0 is the no-effect control and ±100 the full control effect
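Secreted IL-1B measured by AlphaLISA bead assay after 16 h compound exposure of THP-1 cells; compounds (final up to 57.5 uM) added 1 h before LPS (250 ng/mL) and ATP (1.25 mM) stimulation; lower signal means less secretion.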
KB-3-1 cytotox – KB-3-1 parental cell cytotoxicity; Potency, µM (doses to about 46.1 µM), for the others: at the highest dose activity change, negative = cytotoxic, hits mostly cytotoxic; actives 1.4% (n = 400,000); KB-3-1 viability, CellTiter-Glo ATP luminescence, 72 h; AID 1347075; further: potency means the concentration at half of the fitted maximal effect; on the % scale 0 is the no-effect control and ±100 the full control effect; nearly all actives have a fitted effect of over 60% in size
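Cytotoxicity measured as CellTiter-Glo luminescence after 72 h at 37 C. Compound titrations were pinned onto drug-naive KB-3-1 parental adenocarcinoma cells grown in DMEM with 10% FBS, and normalized data fitted to concentration-response curves.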
An asterisk follows results filed as active; ? = inconclusive; / = no result given; & = joins results of further samples; [ ] = dose if it differs, or a comment. Unless noted, the call rests on the fitted dose curve; in most records, active means well fitted curve in the direction sought with a large enough effect; inconclusive means small, poorly fitted or top-dose-only effect, or another doubt; inactive means no such curve, though single readings can be large; an effect the other way counts as inactive or inconclusive.

mol,D3 ag,KB-V1 MDR tox,GLP1R ag,D3 antag,SW480 rereplic,HT1080NT lethal,HT1080 IDH1KD tx,IL-1B inflam inh,KB-3-1 cytotox
Cc1ccc(S(=O)(=O)c2c(C)nn(C(C)(C)C)c2OC(=O)C(C)C)cc1,3,8%,-5%,33,-19%,4%,-2%,28,9%
CCC1=Nc2cc(C(=O)N3CCCCC3)ccc2Sc2ccc(C)cc21,-2,5%,2%,-12,-26%,22%,4%,4,6%
CCCCCCn1cnc2c(c1=O)c1nc3ccccc3nc1n2/N=C/c1ccco1,-10,?,17%,0,-4%,11%,1%,-28,-17%
O=C(Cc1ccccc1[N+](=O)[O-])Nc1nccs1,0,7%,5%,6,2.9µM*,1%,0%,15,3%
Cc1ccc(S(=O)(=O)N2CCN(c3ncnc4ccccc34)CC2)cc1,2,0%,-1%,-2,15%,0%&-3%,3%&-62%,-10,-6%
Cc1occc1-c1nnc(SCC(=O)Nc2nc(-c3ccccc3)cs2)o1,12,-2%,-10%,14,?,?,?,26,6%
CCC(Sc1nc2c(c(=O)[nH]1)CCC2)C(=O)Nc1cccc(OC)c1 (configuration not stated),-3,16µM*,2%,-12,0%,-8%,-28%,17,-16%
COc1ccc(S(=O)(=O)Nc2ccc3c(c2)[C@H]2C[C@H](CC(=O)NCC4CC4)O[C@@H](CO)[C@H]2O3)cc1,2,16%,20%,12,/,-5%,5%,-24,0%
Cc1nc(-c2cccnc2)sc1CCNS(=O)(=O)c1ccc(F)cc1,-14,?,-7%,/,/,/,/,/,13%
O=C(Cc1ccc(Cl)cc1)Nc1ccc(C(=O)N2CCCCC2)cc1,7,-13%,4%,19,-8%,0%,-4%,-21,-4%

Single values from the results shown.
In IL-1B inflam inh, Cc1ccc(S(=O)(=O)c2c(C)nn(C(C)(C)C)c2OC(=O)C(C)C)cc1 is entered as 28
In D3 ag, CCC1=Nc2cc(C(=O)N3CCCCC3)ccc2Sc2ccc(C)cc21 is entered as -2

The list goes on:
mol,D3 ag,KB-V1 MDR tox,GLP1R ag,D3 antag,SW480 rereplic,HT1080NT lethal,HT1080 IDH1KD tx,IL-1B inflam inh,KB-3-1 cytotox
CCNC(=O)COc1ccc(C=O)cc1OC,7,0%,4%,8,-1%,9%,4%,36,-2%
Cc1nc(-c2ccccc2)nc2n[nH]c(N)c12,13,?,20%,10,-55%[inhibitor],11%,12%,0,1%
COc1ccc(-n2nc(C(=O)NCC(=O)N3CCN(c4ccccc4F)CC3)c3ccccc3c2=O)cc1,-8,29%,7%,10,5%,0%,12%,-8,15%
CCCCn1c(SCC(=O)NCc2ccco2)nc2c(sc3ccccc32)c1=O,-18,?,-2%,44,-3%,?,7%,10,-9%
Cc1ccccc1C(=O)Nc1ccnn1C1CCN(Cc2cnn(C)c2)CC1,-4,21%,-5%,6,-9%,-3%,1%,0,-1%
CCC(C(=O)OCC(=O)NC(=O)c1ccccc1)c1ccccc1 (configuration not stated),-3,-3%,-2%,-21,-3%,-8%,0%,8,2%
O=C(CNC(=O)c1ccc(Br)cc1)NCc1cccnc1,4,0%,5%,3,-18%,16%,5%,20,2%
COc1ccc(NC(=O)O/N=C/c2ccc(Br)cc2)cc1,9,0%,17%,-7,?,-3%,-9%,-13,0%
COc1ccc(-n2c(SCC(=O)Nc3ccc4c(c3)OCO4)nc3ccccc3c2=O)cc1,-14,-5%,1%,-22,-1%,7%,-14%,-8,9%
Cc1cc(C)n2c(SCC(=O)NC3CCCCC3C)nnc2n1 (configuration not stated),-1,?,4%,7,5%,16%,3%,40,8%
O=C1CN(C(=O)N[C@@H](Cc2ccccc2)C(=O)N[C@@H](C(=O)O)c2ccccc2)c2ccccc2N1,-2,?,-1%,-11,10%,7%,9%,9,16%
Cn1cnc2cc(NCc3ccc(Cl)cc3)ccc21,5,-4%,9%,4,-1%,-2%,5%,-4,-6%
Cc1cc(-c2nn(-c3ccccc3F)cc2CN2CCCC(O)C2)c(C)s1 (configuration not stated),-7,-9%,2%,-13,7%,-2%,-3%,-21,-17%
CCOC(=O)[C@]12CCCC=C1N(Cc1ccc3c(c1)OCO3)C(=O)[C@H](CC(=O)N1CCSCC1)C2,-3,?,3%,2,/,-1%,-2%,5,5%
COC(=O)c1[nH]c2cc(OC)c(OC)cc2c1NC(=O)Oc1ccccc1,1,5%,-2%,0,3%,26%,23%,16,2%
C=CCNc1nc(N)c([N+](=O)[O-])c(NCCO)n1,7,10%,10%,-17,-11%,3%,-1%,41,16%
O=C(NCc1ccc(Cl)c(Cl)c1)c1cc(C2CCCCN2C(=O)c2ccccc2)on1 (configuration not stated),-6,?,-2%,-8,/,-5%,-14%,?,?
COc1cc2nc(-c3ccccc3C)oc(=O)c2cc1OC,-2,-18%,-11%,?,?,-10%,4%,-13,?
Cc1cc(Cl)ccc1N(CC(=O)NCc1ccc2c(c1)OCO2)S(C)(=O)=O,-3,?,6%,-5,-11%,-6%,-9%,7,-6%
O=C(COC(=O)c1ccc(Br)o1)NCCCc1ccccc1,-1,9%,-2%,4,-5%,6%,2%,7,1%
Cc1ccccc1C(=O)c1cccn1CC(=O)NCc1ccc(Cl)cc1,2&-8,-18%,10%,24,-64%[inhibitor],4%,4%,-9,-3%
Clc1ccc(N2N=C(c3cccs3)CC2c2ccco2)cc1 (configuration not stated),-4,-2%,-2%,2,?,1%,-8%,17,-3%
Cc1ccc(NC2=NC(c3ccccc3)n3c(nc(C)cc3=O)N2)cc1 (configuration not stated),-2,2%,-6%,9,6%,5%,11%,16,6%
O=C(NNC(=O)c1ccccc1[N+](=O)[O-])c1csc(N2CCOCC2)n1,-7,5%,-5%,11,1%,0%,0%,0,1%
CCCc1cc(C(=O)OC)c2ccccc2n1,1,-15%,5%,-11,?,-1%,8%,44,7%
COc1ccc(-c2[nH]ncc2CNCCCSC)cc1F,-15,-25%,2%,0,-10%,?,10%,-14,9%
CCN(CC)C1=NS(=O)(=O)c2cc([N+](=O)[O-])ccc21,2,?,1%,-13,12µM*,30%,8%,5,?
Cc1ccc(NS(=O)(=O)c2ccc(CCC(=O)O)cc2)cc1,3,11%,-12%,21,-11%,9%,-2%,3,-27%
CCOC(=O)c1cc2c(=O)n3ccccc3nc2n(Cc2ccco2)c1=NC(=O)c1ccc(OC)cc1,5&27,2%,11%,15,5%,-2%,-12%,2,3%
COc1cccc(C(C(=O)NC2CCCC2)N2CCN(c3cc(C)ccc3C)CC2)c1OC (configuration not stated),-8,16µM*,/,-18,/,?,?,-59*,?
CC1(C(=O)NS(=O)(=O)c2ccccc2)CCN1C(=O)CC1CCCC1 (configuration not stated),-7,-18%,-1%,0,/,2%,?,-10,-6%
CN1C(=O)[C@H]2[C@@H](C3CC3)N3C(=O)CN(CCO)C(=O)[C@@]3(Cc3ccccc3)[C@H]2C1=O,-5,1%,-6%,2,-15%,0%,0%,17,1%
C=C1CCN([C@H](C(=O)OCc2cccc(C)c2)C(C)C)S(=O)(=O)c2ccccc21,-9,?,3%,-11,3%[9.22 µM],0%,0%,15,?
COc1ccc(OCCC(=O)OCC(=O)NCc2ccco2)cc1,3,14%,-8%,12,-6%,9%,12%,6,13%
COCCNc1nc2c(S(=O)(=O)c3cc(C)ccc3C)nnn2c2ccccc12,-3,4%,0%,-2,-3%,10%,10%,0,?
CN1CCN(CC(=O)Nc2nc(-c3ccccc3)cs2)CC1,6,42%,0%,19,0%,3%,-2%,16,6%
COc1ccc(NC(=O)Nc2cccc3ccccc23)cc1S(N)(=O)=O,20,-3%,3%,10,-3%,1%,-1%,20,-4%
CNC(=O)Nc1cc(C)nn1C,-2,3%,-6%,3,23µM*,1%,8%,15,4%
CC(OC(=O)c1ccc2c(=O)n3c(nc2c1)CCCCC3)C(=O)Nc1ncc(Cl)cc1Cl (configuration not stated),-3,?,-1%,-12,4%,-5%,-9%,10,29%
Cc1cc(C)cc(NC(=O)CC23CC4CC(C2)CC(n2nnc(C)n2)(C4)C3)c1,6,-8%,-2%,-25,-1%,4%,-4%,-75*,-2%
CCOC(=O)c1c(N2CCN(c3ccccc3)CC2)cc(C)nc1C,8,-34%,6%,10,-1%,0%,-4%,58,-5%
c1ccc(-c2ccccc2OCCOCCN2CCNCC2)cc1,-5,1%,0%,4,0%,-1%,3%,-15,-1%
O=C(c1ccc2c(c1)OCO2)C1CCCN(C(=O)C2CCOCC2)C1 (configuration not stated),13,-9%,-1%,5,4%,22%,23%,1,-13%
CCc1ccc(NC(=O)c2cc(S(=O)(=O)N3CCCC3)ccc2F)cc1,6&-9,?,-7%,-3,/,-11%,-29%,-21,-8%&-4%
COc1ccccc1C(=O)NCCC(=O)N(C)CC(=O)Nc1ccc(N2CCOCC2)cc1,0,-5%,-4%,3,0%,8%,5%,-7,7%
Cc1cccc(N2CCN(S(=O)(=O)c3ccc4c(c3)CCC(=O)N4)CC2C)c1 (configuration not stated),9,15µM*,-2%,-11,18%,-13%,-27%,17,-5%
COc1ccc(CCNC(=O)CC(=O)N/N=C\c2ccc(OCC(N)=O)cc2)cc1OC,-6,?,-2%,-17,/,-2%,2%,-10,-1%
Cc1cccc(NC(=O)C(=O)NCc2ccccn2)c1,-19,-16%,6%,-10,18%,10%,-4%,-24,5%
CCCCSC1=C(C#N)C(c2ccccc2C)C(C(=O)OCC)C(=O)N1 (configuration not stated),2,?,3%,9,0%,-18%,-13%,-29,-23%
